XIAP displacement: XIAP antagonists, biochemical, IAP family, fluorescence polarization (AID 1018); 0.007% of 200,000 active; displacement, % at 20 µM; hits with a dose series show IC50 in µM; XIAP BIR domain, fluorescence polarization peptide displacement; higher % means a stronger effect; in the data active means displacement above about 50%; further: a part of the inactive calls stands beside numbers as strong as those of hits
RSV CPE inhibition: inhibition of RSV-induced cytopathic effect – HEp-2 cells, primary 10 µM value included (AID 2391); HEp-2 cells, RSV-induced CPE inhibition; higher % means a stronger effect; CPE inhibition, % at 10 µM, or IC50 in µM where a hit was titrated; 0.13% of 310,000 active; in the data active means a potency from the dose series; inconclusive means CPE inhibition mostly from about 23% at the one dose, without a potency; inactive means the rest, 99 in 100 with CPE inhibition below about 21%; further: strong numbers were not always called active
Dengue-2 NS5 capping: Dengue-2 NS5 methyltransferase inhibitors, primary screen, biochemical, confirmation dose response (AID 588689); 0.3% of 340,000 active; Dengue-2 NS5 methyltransferase capping enzyme assay, biochemical; higher % means a stronger effect; one-dose inhibition, % at 25 µM; IC50 in µM for titrated hits; in the data active means a potency from the dose series; inconclusive means inhibition above about 29% without an active follow-up result
Yfh1-depleted yeast: enhancers of respiration in Yfh1-depleted yeast, dose response, Friedreich's ataxia, plus single-dose screen (AID 1465); S. cerevisiae Yfh1-off respiration, WST-1 reduction, 72 h; higher fold induction means a stronger effect; fold induction at 50 µM; hits with a dose series show EC50 in µM; 0.074% of 220,000 active;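 active means fold induction of absorbance versus untreated yeast above a set limit, then at least 30% activation at any dose in follow-up; inconclusive means repeats straddling the limit, or above it without dose testing; inactive means fold induction below the set limit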;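 further: activators that raise dye reduction in frataxin-depleted yeast; strong numbers were not always called active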
West Nile virus CPE: West Nile virus antiviral activity, cell-based, CPE readout (AID 1621); West Nile virus-infected cells, CPE inhibition; higher % means a stronger effect; 0.02% of 290,000 active; one-dose CPE inhibition, % at 10 µM; IC50 in µM for titrated hits; in the data active means a potency from the dose series; inconclusive means CPE inhibition mostly from about 3.7% at the one dose, without a potency; inactive means the rest, 99 in 100 with CPE inhibition below about 2.2%; further: strong numbers were not always called active
Large T inhibition: TAg ATPase/helicase activity blockers – biochemical (AID 1903); 0.39% of 310,000 active; one-dose inhibition, % at 20 µM; IC50 in µM for titrated hits; SV40 large T antigen ATPase/helicase inhibition assay; higher % means a stronger effect; in the data active means a potency from the dose series; inconclusive means inhibition mostly from about 32% at the one dose, without a potency; inactive means the rest, 99 in 100 with inhibition below about 32%; further: strong numbers were not always called active
K1F lysis inhibition: protection from phage-mediated lysis, alamar blue read-out – E. coli UTI89, K1F phage, bacterial capsule biogenesis inhibitors (AID 488966) | one-dose inhibition, % at 100 µM; IC50 in µM for titrated hits | E. coli UTI89 K1F phage lysis, alamar blue, 2 h; higher % means a stronger effect | 0.02% of 340,000 active;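 active means phage lysis inhibition, versus mean bacterial control, above a set limit; inconclusive means no clear call, values can overlap the other calls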;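 further: capsule biogenesis inhibitors block K1F phage lysis so surviving cells raise fluorescence; higher fluorescence means more inhibition of phage lysis; actives were called in the ten point dose series up to 300 µM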
WT yeast gro inh: growth inhibition of WT yeast, mitochondrial fusion screen; mitochondrial fusion phenotypic screen, WT strain; inhibition, % at 10 µM; 2.1% of 190,000 active; AID 1362; in the data active means inhibition above about 58%; tested in S. cerevisiae
CSM14.1 death rescue: rescue of cells from ER stress-induced death, primary screen, 384-well, CSM14.1, thapsigargin, ATP luminescence (AID 1222) | CSM14.1 thapsigargin-induced death rescue, ATP luminescence; higher % means a stronger effect | cellular ATP content (survival), % at 20 µM, or EC50 in µM where a hit was titrated | 190,000 tested, under 10 active;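 active means EC50 below 50 µM in the dose-response confirmation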;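 further: death triggered by thapsigargin at about 15 µM added after 2 h compound pretreatment; cell ATP read after overnight thapsigargin exposure of roughly 18 to 22 hours; normalized against plate controls of thapsigargin alone and 5% DMSO vehicle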
WT yeast gro inh mutant strain: further read-out of WT yeast gro inh, marked with its call; inhibition, %; mitochondrial fusion phenotypic screen, mutant strain inhibition
Dengue-2 NS5 capping pilot replicate: recorded beside Dengue-2 NS5 capping, whose call it bears; inhibition, %; measured here: pilot screen replicate inhibition
* marks the source's active call; other numbers are inactive results; i = inactive; u = inconclusive; x = not tested or not shown; [ ] = another dose, or the depositor's remark.

SMILES | XIAP displacement | RSV CPE inhibition | Dengue-2 NS5 capping | Yfh1-depleted yeast | West Nile virus CPE | Large T inhibition | K1F lysis inhibition | WT yeast gro inh | WT yeast gro inh mutant strain | CSM14.1 death rescue | others
COc1ccccc1N1CCN(S(=O)(=O)/C=C/c2ccccc2)CC1 | -11% | 0.4% | 7% | i | -0.4% | 16% | 0.3% | -4 | -20 | -0.6%
COc1cc(OC)cc(C(=O)N[C@H](C(=O)OCC(=O)Nc2ccc(C(N)=O)cc2)C(C)C)c1 | -6.4% | -1.0% | 0% | i | -0.2% | 8% | 0.1% | 10 | -6 | -2.3%
Cc1ccc(NC(=O)NCCc2ccc(S(N)(=O)=O)cc2)cc1 | -3.8% | 2.7% | 0% | i | 0.1% | 4% | -0.1% | 4 | -21 | -4.4%
CC(=O)Nc1ccc(S(=O)(=O)Nc2ccc(C(=O)NCC(=O)O)cc2)cc1 | x | -0.5% | -5% | i | 1.6% | 22% | 0.1% | x | x | x
Cc1ccc(C)c(NC(=O)CN(C)C(=O)c2ccccc2Cc2ccccc2)c1 | x | 3.2% | 2% | x | x | 11% | -0.7%[50 µM] | x | x | x
COCCn1c(SCC(=O)Nc2cc(C(C)(C)C)nn2-c2ccccc2)nnc1-c1ccncc1 | -6.5% | 1.2% | 0% | i | -0.5% | 10% | 2.2% | 11 | 8 | -0.5%
O=C(NCc1ccc(F)cc1)C1CCCN1C(=O)Nc1ccc(Cl)cc1 (stereo unspecified) | x | 1.7% | -3% | x | -1.2% | 20% | -0.1% | x | x | x
Cc1ccc(SSc2cc(C)ccc2N)c(N)c1 | x | 1.1% | -19% | x | x | 11µM* | -4.0% | x | x | x
Cc1ccc(S(=O)(=O)NCC2CCC(C(=O)NCc3ccccn3)CC2)cc1 (stereo unspecified) | -9.7% | 1.7% | -7% | i | 0.1% | 7% | 0.4% | 5 | -7 | 34%
CCCCCC(=O)NC(=S)Nc1ccc(NC(=O)c2ccco2)cc1 | -5.7% | 0.4% | -5% | i | -1.8% | -4% | 1.4% | 29 | 10 | -0.4%
C=CCNC(=O)/C(=C\C=C\c1ccccc1)NC(=O)c1ccccc1Cl | 0.0% | 1.5% | 5% | i | -0.4% | 3% | 0.1% | 10 | 5 | 1.0%
COc1ccc(O)c(C=Nc2cc(NC(C)=O)c(Cl)cc2Cl)c1 | -2.6% | -0.2% | 1% | i | -0.3% | 6% | 1.3% | 5 | 8 | -2.5%

Of the compounds above, 2 have nitrogen in an aromatic ring.
SMILES | XIAP displacement | RSV CPE inhibition | Dengue-2 NS5 capping | Yfh1-depleted yeast | West Nile virus CPE | Large T inhibition | K1F lysis inhibition | WT yeast gro inh | WT yeast gro inh mutant strain | CSM14.1 death rescue | others
COCCn1c(SCC(=O)Nc2cc(C(C)(C)C)nn2-c2ccccc2)nnc1-c1ccncc1 | -6.5% | 1.2% | 0% | i | -0.5% | 10% | 2.2% | 11 | 8 | -0.5%
Cc1ccc(S(=O)(=O)NCC2CCC(C(=O)NCc3ccccn3)CC2)cc1 (stereo unspecified) | -9.7% | 1.7% | -7% | i | 0.1% | 7% | 0.4% | 5 | -7 | 34%

Further results.
SMILES | XIAP displacement | RSV CPE inhibition | Dengue-2 NS5 capping | Yfh1-depleted yeast | West Nile virus CPE | Large T inhibition | K1F lysis inhibition | WT yeast gro inh | WT yeast gro inh mutant strain | CSM14.1 death rescue | others
COc1cccc(NC(=O)C2CC2(c2cccc(OC)c2)c2cccc(OC)c2)c1 (stereo unspecified) | -3.0% | 1.4% | -7% | i | -1.1% | 13% | 0.1% | 21 | 8 | -2.2%
O=C(COC(=O)CC1c2ccccc2CCN1S(=O)(=O)c1ccc(F)cc1)Nc1ccccc1 (stereo unspecified) | -10% | 1.8% | -1% | i | -0.2% | 12% | -1.0% | 8 | 6 | -1.5%
COc1ccccc1-c1nc2ccc(Cl)cc2c(=O)n1O | x | -1.0% | 0% | x | 0.8% | 12% | 0.3% | x | x | x
O=C(Nc1ccccc1F)c1cc2nc(C(F)F)cc(C(F)F)n2n1 | -4.0% | 0.2% | 8% | i | -0.4% | 2% | 0.0% | -5 | -5 | 0.9% | Dengue-2 NS5 capping pilot replicate=-2.1
CS(=O)(=O)N(Cc1cccc(CN(C(C(=O)O)c2ccccc2)S(C)(=O)=O)c1)C(C(=O)O)c1ccccc1 (stereo unspecified) | x | -2.0% | 1% | x | -0.3% | 0% | 0.0% | x | x | x
COc1cc2c(cc1OC)CN(C(=O)c1ccc(OC)c(S(=O)(=O)N3CCOCC3)c1)CC2 | -0.3% | 0.7% | -5% | i | 0.7% | -1% | 0.4% | 4 | 0 | 1.9%
O=C(CCc1ccc(S(=O)(=O)NCc2ccccc2)cc1)N1CCN(Cc2ccc3c(c2)OCO3)CC1 | -26% | -0.7% | 6% | i | -0.8% | 5% | 5.7% | -4 | -7 | 0.0%
O=C(CCn1c(=O)sc2ccccc21)Nc1cccnc1 | -1.0% | 0.1% | -1% | i | -0.3% | 5% | 0.6% | -12 | 13 | -0.5%
COCCNC(=O)CN(C(=O)CCC(=O)Nc1nccs1)c1ccc2c(c1)OCO2 | x | 0.7% | -3% | x | 0.0% | 8% | 0.1% | x | x | x
Cc1ccc(Cn2c(C(CO)Nc3nc(-c4ccc(Cl)c([N+](=O)[O-])c4)cs3)nc3ccccc32)cc1 (stereo unspecified) | x | -4.1% | -11% | i | u | 11% | -1.5% | x | x | x
Cc1ccc(C)c(Cn2cnc3c(cnn3C(C)(C)C)c2=O)c1 | 0.4% | -0.5% | -6% | i | 0.3% | 17% | 1.7% | 61* | 51* | -2.2%
O=C1c2cc(S(=O)(=O)NCCO)ccc2-c2ccc(S(=O)(=O)NCCO)cc21 | -3.6% | 0.6% | 2% | i | 1.9% | 7% | -0.5% | -13 | -7 | -0.4%
O=C(O)CSCC(=O)Nc1ccc(C2CCCCC2)cc1 | 14% | 0.5% | -4% | i | 1.0% | -7% | 5.6% | 0 | 4 | -1.3%
CCCc1cc(=O)oc2c3c(cc(OCC(=O)N4CCC[C@H]4C(=O)O)c12)OC(C)(C)CC3 | x | 4.3% | -1% | x | -0.1% | 17% | 5.6% | x | x | x
O=S(=O)(NCc1ccc(Cl)cc1Cl)c1ccc(N2CCOCC2)nc1 | x | -0.7% | -2% | i | 0.4% | 1% | 0.6% | x | x | x
COc1ccc(C(CCN(Cc2ccc(OC)c(OC)c2)C(=O)CCl)c2ccccc2)cc1 (stereo unspecified) | -2.8% | -1.8% | 5% | i | -0.7% | 9% | 0.5% | -32 | -11 | 1.6%
CCOC(=O)c1[nH]c(C)c(C(=O)N(CC)CC)c1C | -2.3% | 1.8% | -7% | i | -0.3% | -1% | 1.1% | 12 | -1 | -1.0%
CCc1c(C)nc2cc(-c3ccc(OC)c(OC)c3)nn2c1N1CCC(C)CC1 | 1.7% | 4.3% | 2% | i | 2.4% | 2% | 1.0% | 0 | -10 | 0.0%
O=S(=O)(Nc1ncccn1)c1ccc(NC(=S)NCc2cccnc2)cc1 | -3.5% | -0.5% | -8% | i | 0.6% | 3% | -0.9% | 8 | -25 | -0.7%
O=C(CCO)c1ccc(O)cc1 | -1.6% | 1.9% | 5% | i | -0.2% | 29µM* | 4.9% | 0 | 11 | 0.0%
CSc1nncn1/N=C/c1ccccc1F | -6.7% | 0.4% | -2% | i | 0.4% | 5% | 0.6% | 17 | 17 | -0.7%
Cc1ccc2c(c1)N(Cc1ccccn1)C(=O)C(C)O2 (stereo unspecified) | -5.9% | 0.6% | -3% | i | -0.1% | -3% | -1.9% | 2 | 1 | -0.9%
Cc1ccc(OCC(=O)NCCCNC(=O)c2ccccn2)cc1 | x | -0.5% | -1% | x | -0.7% | 0% | 0.4% | x | x | x
CCOC(=O)C1(CCCc2ccccc2)CCN(C(=O)CCN2CCCCC2=O)CC1 | -6.1% | 0.5% | -9% | i | -0.9% | 3% | 0.1% | 7 | 8 | -0.3%

4 entries already listed, arranged by SMILES length, rising:
SMILES | XIAP displacement | RSV CPE inhibition | Dengue-2 NS5 capping | Yfh1-depleted yeast | West Nile virus CPE | Large T inhibition | K1F lysis inhibition | WT yeast gro inh | WT yeast gro inh mutant strain | CSM14.1 death rescue | others
O=C(O)CSCC(=O)Nc1ccc(C2CCCCC2)cc1 | 14% | 0.5% | -4% | i | 1.0% | -7% | 5.6% | 0 | 4 | -1.3%
O=S(=O)(Nc1ncccn1)c1ccc(NC(=S)NCc2cccnc2)cc1 | -3.5% | -0.5% | -8% | i | 0.6% | 3% | -0.9% | 8 | -25 | -0.7%
CCc1c(C)nc2cc(-c3ccc(OC)c(OC)c3)nn2c1N1CCC(C)CC1 | 1.7% | 4.3% | 2% | i | 2.4% | 2% | 1.0% | 0 | -10 | 0.0%
CCCc1cc(=O)oc2c3c(cc(OCC(=O)N4CCC[C@H]4C(=O)O)c12)OC(C)(C)CC3 | x | 4.3% | -1% | x | -0.1% | 17% | 5.6% | x | x | x

(more compounds)
SMILES | XIAP displacement | RSV CPE inhibition | Dengue-2 NS5 capping | Yfh1-depleted yeast | West Nile virus CPE | Large T inhibition | K1F lysis inhibition | WT yeast gro inh | WT yeast gro inh mutant strain | CSM14.1 death rescue | others
c1ccc(Cc2ccc(OCCn3ccnc3)cc2)cc1 | x | -0.1% | -7% | x | -2.2% | 5% | 1.0% | x | x | x
CCC1CN(C)C2Cc3c([nH]c4ccccc34)C(=O)CC1C2C(=O)OC (stereo unspecified) | x | 2.5% | -2% | i | 0.5% | 8% | 7.4% | x | x | x
O=C(Nc1ccc(-c2cscn2)cc1)C1CCCN(Cc2ccccc2)C1 (stereo unspecified) | x | 0.2% | 1% | x | -0.5% | -3% | 0.5% | x | x | x
Cc1ccc2[nH]c(=O)c(CN(Cc3ccc4c(c3)OCO4)Cc3nnnn3C3CCCC3)cc2c1 | -1.6% | -0.8% | -3% | x | x | 22% | 0.3% | 43 | -7 | -1.4%
CC(Sc1nc(N)cc(=O)[nH]1)C(=O)Nc1nc2c(s1)CCCC2 (stereo unspecified) | x | 1.5% | -1% | x | -0.2% | 6% | 0.0% | x | x | x
COc1ccc(Cc2noc(CN(C)CC3(N4CCOCC4)CCCCC3)n2)cc1OC | -7.5% | 3.2% | -4% | i | -1.0% | 0% | -0.8%[50 µM] | 11 | 16 | -0.4%
CN1CCC(OC(=O)COc2ccc(C(C)(C)C)cc2)CC1 | -5.8% | 1.0% | -9% | x | x | 6% | 2.0% | 16 | 12 | -3.1%
CCn1c(SCC(=O)Nc2ccc(N(C)C)cc2)nnc1C1CC1 | x | 1.0% | -1% | x | -0.8% | 9.5µM* | 0.1% | x | x | x
O=C(Cc1ccc(F)cc1)Nc1cccc(-c2cn3c(n2)SCC3)c1 | -6.2% | 8.0% | -8% | i | -1.4% | 13% | -0.1% | 3 | 10 | x
CCCOc1ccc2ccccc2c1/C=C1\SC(=O)NC1=O | x | 1.4% | x | x | -0.7% | 4% | 0.1% | x | x | x

Screens: PubChem, several laboratories
